From PubChem BioAssay
DUSP3 inh: blocks human VHR1 dual specificity phosphatase; hit rate 0.52% among 290,000; inhibition, % at 13.3 µM; AID 1654; recombinant VHR phosphatase, pNPP absorbance; in the data active = inhibition above about 50%; also: some compounds called inactive have numbers as strong as hits
Target sequence (P51452 whole entry, looked up): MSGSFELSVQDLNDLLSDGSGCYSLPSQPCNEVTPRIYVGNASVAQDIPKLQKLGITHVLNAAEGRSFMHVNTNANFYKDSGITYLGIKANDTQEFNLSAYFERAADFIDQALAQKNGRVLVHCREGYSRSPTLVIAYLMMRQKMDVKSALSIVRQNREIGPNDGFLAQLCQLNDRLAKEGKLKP
PfHsp40 yeast: compounds rescuing yeast from Plasmodium falciparum HSP40 toxicity; S. cerevisiae expressing PfHsp40, growth rescue, ATP luminescence; growth rescue, % at 12.5 µM; hit rate 0.68% among 340,000; AID 504582; in the data active = growth rescue above about 28%, passing the limit was not always enough; inconclusive = no clear call, values can overlap the other calls;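 also: yeast W303a lacking pdr1 and pdr3 grown in galactose medium; growth measured after three days at 30 °C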
MazEF act: increases E. coli MazEF RNase cleavage of RNA | P0AE70 | FAM/BHQ RNA-DNA oligo cleavage fluorescence, 5 h | activation, % at 20 µM | hit rate 0.32% among 350,000 | AID 504720; in the data active = activation above about 50%
Target sequence (P0AE70 whole entry, looked up): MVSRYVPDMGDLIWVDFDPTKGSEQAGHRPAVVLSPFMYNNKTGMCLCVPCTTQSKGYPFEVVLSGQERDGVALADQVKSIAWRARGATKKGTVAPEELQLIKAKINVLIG
BH1578 lux ind: inducers of Vibrio cholerae quorum light production without autoinducers. V. cholerae BH1578 lux reporter, luminescence, 6 h. activation, % at 18.7 µM. hit rate 0.16% among 350,000; in the data active = activation mostly above about 9.7%, no sharp cut-off; inconclusive = no clear call, values can overlap the other calls; inactive = mostly below about 3.7%; also: not every result past the cut was called active; inactives centre near 0; reference of the scale not given here
Y pestis TopoI: inhibitors of Yersinia pestis topoisomerase I; Y. pestis Topo-I cleavage product accumulation, plate reader; activity, % at 10 µM; hit rate 0.064% among 360,000; in the data active = activity above about 50%, passing the limit was not always enough; inconclusive = no clear call, values can overlap the other calls; also: inactives centre near 2
Rv3671c protease: inhibits the M. tuberculosis serine protease Rv3671c; hit rate 0.048% among 320,000; AID 2606; inhibition, % at 5.96 µM; P9WHR9; in the data active = inhibition above about 38%;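 also: extracellular domain of Rv3671c used as enzyme; 0% = enzyme with DMSO and 100% = no enzyme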
Target sequence (P9WHR9 whole entry, looked up, the tested form may be a part): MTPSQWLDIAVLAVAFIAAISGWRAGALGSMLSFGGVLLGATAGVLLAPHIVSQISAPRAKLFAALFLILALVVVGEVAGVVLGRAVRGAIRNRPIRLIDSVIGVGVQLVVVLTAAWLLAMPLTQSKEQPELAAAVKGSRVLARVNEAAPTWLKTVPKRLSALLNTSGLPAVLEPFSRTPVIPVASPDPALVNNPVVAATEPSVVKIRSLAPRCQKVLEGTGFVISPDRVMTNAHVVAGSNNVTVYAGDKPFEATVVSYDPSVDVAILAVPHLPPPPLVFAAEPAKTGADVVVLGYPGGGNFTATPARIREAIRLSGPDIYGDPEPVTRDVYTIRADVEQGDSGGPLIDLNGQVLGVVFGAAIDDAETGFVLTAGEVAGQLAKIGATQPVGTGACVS
TcdB inh: inhibitors of Clostridioides difficile toxin B glycohydrolase | AID 652162 | TcdB glycohydrolase enzymatic assay, plate reader | hit rate 0.24% among 350,000 | P18177 | inhibition, % at 9.99 µM; in the data active = inhibition above about 10%
3CLpro inhibitor: SARS-CoV 3CLpro protease inhibition. P0C6X7. recombinant SARS-CoV 3CLpro, quenched FRET peptide cleavage. inhibition, % at 6 µM. hit rate 0.14% among 290,000; in the data active = inhibition above about 12%
SSB-PriA inh: K. pneumoniae PriA-SSBct interaction inhibition. AlphaScreen SSBct-PriA binding, biotinylated peptide. inhibition, % at 33 µM. hit rate 0.6% among 430,000; in the data active = inhibition mostly above about 37%, no sharp cut-off; inactive = mostly below about 20%;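 also: plate controls were negative control peptide for no effect and reference peptide for full effect; strong numbers were not always called active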
Anthrax LF inh2: blocks Bacillus anthracis lethal factor protease. P15917. multiplex microsphere protease cleavage assay, LF. inhibition, % at 10 µM. hit rate 0.12% among 360,000. AID 588501; in the data active = inhibition above about 30%; inconclusive = no clear call, values can overlap the other calls; also: plate controls were buffer without enzyme for full effect and enzyme alone for no effect
The depositor's hits bear a star; i = inactive; u = inconclusive; x = not tested or not shown; & = joins results of further samples. The list is partial. The share of hits here may be higher or lower than overall.

SMILES	DUSP3 inh	PfHsp40 yeast	MazEF act	BH1578 lux ind	Y pestis TopoI	Rv3671c protease	TcdB inh	3CLpro inhibitor	SSB-PriA inh	Anthrax LF inh2
CCOC(=O)c1c(C)[nH]c(C(=O)COC(=O)c2[nH]c(C)c(C(C)=O)c2C)c1C	34	0.8	26	i	6	1	x	0	4	-3
CC(CN1CCCCC1)OC(=O)COc1ccc(Br)cc1 (stereo unspecified)	18	-0.6	5	i	6	3	-0.5	1	-8	13
O=C(CCC1CCCN(Cc2ccc3c(c2)CCO3)C1)NCc1ccc(F)c(F)c1 (stereo unspecified)	21	0.7	2	-0.3	6	-7	-1.2	4	-5	0
CCOc1cc2[nH]c(=S)n(Cc3ccc(C(=O)O)cc3)c(=O)c2cc1OCC	-24	-1.7	6	i	-4	x	0.6	4	4	-2
COc1ccc(/C=N/NC(=O)c2cc(OC)c(OC)c(OC)c2)cc1CN1CCc2cc(OC)c(OC)cc2C1C (stereo unspecified)	8	-0.7	6	i	0	-7	1.0	-3	x	-2
CCCCN(CC)CCNC(=O)Cn1cnc2sc(C)c(S(=O)(=O)N3CCOCC3)c2c1=O	-18	0.7	-2	-0.3	-4	5	x	-5	-14	-5
C=CCNC(=O)C1CC(=O)N(c2ccc(OCC(=O)N3CCCC3)cc2)C1 (stereo unspecified)	0	-0.6	-31	-0.2	-6	7	0.5	-2	7	5
Cc1ccccc1NC(=O)Cn1nnc2ccccc21	13	x	-20	-0.4	1	-1	6.2	2	-3	0
O=C(CNC(=O)c1cccc(Cl)c1)NCC(c1cccs1)N1CCOCC1 (stereo unspecified)	x	-0.9	6	i	-7	-2	0.9	x	0	2
COC(=O)c1ccc(CSc2ccc3nnc(-c4ccccc4)n3n2)o1	-2	-1.0	7	-0.3	26	-8	x	5	11&-5	-4
CCc1nn2c(=O)cc(COC(=O)c3ccc(SC)cc3OC)nc2s1	x	1.2	7	i	25	-1	0.3	x	-13	1
Cc1cccc(OCC(=O)Nc2cc(S(=O)(=O)N3CCCCC3)ccc2N2CCN(C)CC2)c1	13	-1.1	-2	-0.3	14	10	0.8	0	14	0
COC(=O)c1sc2ccccc2c1-n1cccc1C(=O)C(=O)Nc1ccc(C)cc1	25	-1.2	-10	-0.4	15	-22	x	-2	23	-3
COc1ccc(N(CC(=O)Nc2ccc3c(c2)OCO3)S(=O)(=O)c2ccccc2)cc1OC	9	-0.9	6	0.7	14	-5	-0.3	-1	-4	1
COc1cccc(N(CC(=O)NC2CCCCC2)C(=O)CCC(=O)Nc2nccs2)c1	-36	0.8	-1	-1.3	1	-10	0.5	-2	-3	7
CN(C)CCNC(=O)c1ccc2c(c1)NC(=O)c1ccccc1S2	0	-1.4	9	-1.6	-1	0	-0.6	3	0	2
O=C1CC(C(=O)Nc2ccc(Cl)cc2)n2ncnc2N1 (stereo unspecified)	12	-1.0	-11	-1.7	9	-6	2.2	4	-7	-2
O=S(=O)(Nc1ccc(N=Nc2ccccc2)cc1)c1ccccc1	8	102*	0	-0.2	1	0	x	6	5	-1
CC1(C)Cc2c(c(N3CCOCC3)nc3sc(C(=O)Nc4ccccc4)c(N)c23)CO1	6	-1.7	12	i	-8	-7	0.9	-3	-13	x
O=C(c1ccc(OC2CCN(Cc3ccccn3)CC2)cc1)N1CCCCCC1	26	-2.0	3	i	14	-3	-0.6	0	-13	0
COc1ccc(NS(=O)(=O)c2cccc(C(=O)NCC(c3ccco3)N3CCCCC3)c2)cc1 (stereo unspecified)	x	-1.1	1	1.2	14	-4	-2.5	x	0	-6
Cc1ccc(/C=C/C(=O)Nc2sc(C)c(C)c2C(=O)OC(C)C)o1	12	-0.2	-15	-0.2	-2	-9	x	5	6	3
COc1ccc(C(=O)N(Cc2nc(-c3ccc(C)cc3)no2)C(C)C)cc1OC	-10	0.2	-13	-0.3	32	-4	1.6	0	-6	-12
O=C(Nc1ccc(N2CCOCC2)cc1)c1cccc(S(=O)(=O)N2CCCCCC2)c1	18	0.4	0	-0.7	1	7	0.8	1	-12	0
Cc1ccc(C2=NNC(=O)C(c3c[nH]c4ccccc34)C2)cc1 (stereo unspecified)	8	5.6	3	-0.4	10	-10	1.4	-1	-6	-3
CCN(C(=O)COC(=O)C1=COCCO1)c1ccccc1	x	-0.2	-14	i	-8	-1	4.5	x	-5	-13
CCCCCC1CC(CC(=O)Nc2nncs2)C(=O)O1 (stereo unspecified)	-4	0.9	6	-9.8	-6	6	x	0	-2	-1
CC(C)(C)C(=O)O[C@H]1CC[C@@]2(C)C(=CC(=O)C3C2CC[C@]2(C)C(=O)CCC32)C1 (stereo partly specified)	x	-1.0	7	-2.9	0	-5	0.4	x	-5	1
CN(CC(=O)Nc1cccc(F)c1)C(=O)c1ccc(N2CCCCC2)c([N+](=O)[O-])c1	x	2.0	8	-5.3	13	13	-0.3	x	0	x
COC(=O)c1ccc(NC(=O)COc2coc(CN3CCc4ccccc43)cc2=O)cc1	x	-0.8	-9	i	16	-3	1.3	x	3	1
O=C(Cn1ncc2c3ccccc3n(Cc3ccccc3F)c2c1=O)NCC1CCCO1 (stereo unspecified)	11	-2.3	11	-0.3	-6	-7	0.2	-2	-16	1
O=C(O)C(Cc1c[nH]c2ccccc12)N1CCS(=O)(=O)CC1 (stereo unspecified)	27	-1.8	3	-0.5	-2	1	-0.6	2	-14	-7
S=c1[nH]nc(C2CCCCC2)n1/N=C/c1ccc(Br)s1	6	-0.1	-5	i	-1	6	x	5	x	-19
Cc1ccc(-c2nc(COC(=O)c3c(C)noc3C)cs2)cc1	8	1.1	-13	-0.4	-5	-9	x	-5	-1	-8
CCCn1c(SCC(=O)Nc2cccc(S(=O)(=O)N3CCCC3)c2)n[nH]c1=O	17	0.4	2	-0.3	-3	2	0.5	4	-7	-3
Cc1ccc(NC(=O)COc2ccccc2)cc1Cl	-12	2.0	6	-0.4	-1	2	x	-5	-36	-5

Nothing new here: an excerpt of the list.
SMILES	DUSP3 inh	PfHsp40 yeast	MazEF act	BH1578 lux ind	Y pestis TopoI	Rv3671c protease	TcdB inh	3CLpro inhibitor	SSB-PriA inh	Anthrax LF inh2
Cc1ccc(C2=NNC(=O)C(c3c[nH]c4ccccc34)C2)cc1 (stereo unspecified)	8	5.6	3	-0.4	10	-10	1.4	-1	-6	-3
CCN(C(=O)COC(=O)C1=COCCO1)c1ccccc1	x	-0.2	-14	i	-8	-1	4.5	x	-5	-13
CCCCCC1CC(CC(=O)Nc2nncs2)C(=O)O1 (stereo unspecified)	-4	0.9	6	-9.8	-6	6	x	0	-2	-1
CC(C)(C)C(=O)O[C@H]1CC[C@@]2(C)C(=CC(=O)C3C2CC[C@]2(C)C(=O)CCC32)C1 (stereo partly specified)	x	-1.0	7	-2.9	0	-5	0.4	x	-5	1
CN(CC(=O)Nc1cccc(F)c1)C(=O)c1ccc(N2CCCCC2)c([N+](=O)[O-])c1	x	2.0	8	-5.3	13	13	-0.3	x	0	x
COC(=O)c1ccc(NC(=O)COc2coc(CN3CCc4ccccc43)cc2=O)cc1	x	-0.8	-9	i	16	-3	1.3	x	3	1
O=C(Cn1ncc2c3ccccc3n(Cc3ccccc3F)c2c1=O)NCC1CCCO1 (stereo unspecified)	11	-2.3	11	-0.3	-6	-7	0.2	-2	-16	1
O=C(O)C(Cc1c[nH]c2ccccc12)N1CCS(=O)(=O)CC1 (stereo unspecified)	27	-1.8	3	-0.5	-2	1	-0.6	2	-14	-7
S=c1[nH]nc(C2CCCCC2)n1/N=C/c1ccc(Br)s1	6	-0.1	-5	i	-1	6	x	5	x	-19
Cc1ccc(-c2nc(COC(=O)c3c(C)noc3C)cs2)cc1	8	1.1	-13	-0.4	-5	-9	x	-5	-1	-8
CCCn1c(SCC(=O)Nc2cccc(S(=O)(=O)N3CCCC3)c2)n[nH]c1=O	17	0.4	2	-0.3	-3	2	0.5	4	-7	-3
Cc1ccc(NC(=O)COc2ccccc2)cc1Cl	-12	2.0	6	-0.4	-1	2	x	-5	-36	-5

The listing continues:
SMILES	DUSP3 inh	PfHsp40 yeast	MazEF act	BH1578 lux ind	Y pestis TopoI	Rv3671c protease	TcdB inh	3CLpro inhibitor	SSB-PriA inh	Anthrax LF inh2
CCOC(=O)c1cccc(-c2c(-c3ccccc3)ncc3cc(OC)c(OC)cc23)c1	x	-1.5	1	i	u	-13	-1.4	x	7	-2
CC1CCCC(NC(=O)COC(=O)c2sc3ccccc3c2Cl)C1C (stereo unspecified)	4	1.5	-17	-0.6	-2	-11	0.3	-2	-12	-3
Nc1nnc(SCC(=O)NC2CCCCC2)n1-c1ccccc1	-8	-0.9	-1	i	4	-11	x	-4	-16	12
CCOc1ccc(-n2c(C)cc(/C=C3/C(=N)N4C(=NC3=O)SN=C4S(C)(=O)=O)c2C)cc1	14	2.2	1	-0.3	12	-4	0.3	3	7	2
COc1ccc(CN(C)CC(=O)N(C)CC(=O)Nc2ccccc2Br)cc1F	x	-1.1	-3	i	14	6	0.9	x	-12	1
CCOC(=O)Nc1cc(NC(=O)OCC)ncn1	x	-0.9	-29	i	1	x	1.1	x	-12	1
O=C(NCc1ccco1)C1(c2ccc(Br)cc2)CCCC1	3	-0.3	0	i	19	-4	x	12	6	-5
CC(NS(=O)(=O)c1ccc2c(c1)C(C)(C)C(=O)N2C)c1ccccc1 (stereo unspecified)	-18	0.5	16	-0.5	2	5	2.5	2	-5	-5
Cc1ccc(S(=O)(=O)Nc2ccnc3ccccc23)cc1	15	-0.4	-1	-0.3	7	3	x	-1	0	-4
Cc1cc(OC(=O)c2ccc(Cl)cc2Cl)c([N+](=O)[O-])c(=O)[nH]1	2	-0.7	4	-0.3	4	1	1.3	-5	-8	-8
Cc1ccc(S(=O)(=O)NCCSc2ncccn2)cc1	22	-0.1	12	0.1	-8	-4	1.7	-4	-8&-2	9
C/C(=N\NC(=O)c1c(Cl)cnn1C)c1cccc(NC(=O)c2ccc(C)cc2)c1	13	1.8	-4	0.3	11	-3	0.5	-2	x	5
Cc1ccc(C2=NS(=O)(=O)N(C)C(C(=O)Nc3cc(C)n(CC(=O)N4CCCCC4)n3)=C2)cc1	18	0.0	1	-0.2	7	-8	-8.7	5	2	-1
CSc1nc(NS(=O)(=O)c2cc(Br)ccc2Br)cc(=O)[nH]1	-10	-1.2	8	-0.2	4	-6	0.6	-3	-1	1
COc1ccc(Cl)cc1S(=O)(=O)N1CCN=C1Cc1ccccc1	26	-1.5	-2	i	-7	2	1.2	2	-5	1
O=C(CCNC(=O)c1ccc([N+](=O)[O-])cc1)Nc1ccc(Cl)c(S(=O)(=O)N2CCOCC2)c1	x	0.3	0	i	-1	-5	0.4	x	10	-9
Cc1ccc(OC(=O)c2ccc(C)c(C)c2)cn1	4	-1.6	7	2.9	-12	-5	x	-1	0	-4
O=c1oc2c(CN3CCOCC3)c(O)ccc2c2ccccc12	2	0.2	6	x	-2	4	1.4	2	-18	-6
CCOC(=O)C1CCN(Cc2ccc(N(C)C)cc2)CC1	18	-0.1	2	-0.2	1	5	x	1	-4	0
O=C(NCCCn1ccnc1)/C(=C/c1ccc(F)cc1)NC(=O)c1ccccc1	18	-1.7	3	-1.2	0	-2	1.4	3	12	4
O=C(O)CCCCCNc1nc2ncn(Cc3ccccc3)c2c(=O)[nH]1	-19	-0.6	-3	-0.4	-6	-15	0.4	-4	-6	-2
C/C(CCc1ccc2c(c1)OCO2)=N\N=C1\NC(=O)CC(C(=O)Nc2ccccc2F)S1 (stereo unspecified)	15	-1.5	-1	-0.5	28	-4	1.1	-2	x	4
O=C1[C@H](Oc2ccccc2)[C@@H](c2ccncc2)N1c1ccncc1	x	0.3	3	-6.2	-5	x	1.5	x	-3	-6
